Screening data from PubChem.
aSyn tox rescue: qHTS of alpha-syn Inhibitors: NCGC Sytravon Library Screen. AID 1347070, 2019. Potency, µM (doses to about 46.1 µM), for the others: at the top dose growth rescue (activation), usual class: activators. 0.02% of 94,000 active. S. cerevisiae alpha-synuclein toxicity rescue, BacTiter-Glo growth, 24 h; active means well fitted activation curve with a large enough effect; inconclusive means small, poorly fitted or top-dose-only effect; further: 0% is about no effect
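Growth restoration measured by BacTiter-Glo luminescence after 24 hr at 30 deg C; alpha-synuclein yeast, raffinose-pregrown to mid-log, were added at OD600=0.02 in galactose medium onto pinned compounds.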
Starred values were filed as active, the others as inactive; ? = inconclusive; [ ] = another dose, or the depositor's remark. Potency means the concentration at half of the fitted maximal effect.

nr | smiles | aSyn tox rescue
1 | Cn1c(=O)n(Cc2ccccc2Cl)c(=O)c2c1[nH]c(=S)n2C | -7%
2 | COc1cccc(NC(=O)CCc2nc3c(C)nn(-c4ccc(C)cc4)c3n(C)c2=O)c1 | -5%
3 | COc1ccc(C(=O)Nc2c(N)nc(SCC(=O)N3CCC(C)CC3)[nH]c2=O)cc1OC | -7%
4 | CN1CCn2cnc(C(=O)NCCCCCNC(=O)OC(C)(C)C)c2C1=O | -5%
5 | CS(=O)(=O)c1ccc(Cl)c(NC(=O)COC(=O)COc2ccc3c(c2)CCC3)c1 | 7%
6 | CCN(CC)c1cc(C)c2cc(NC(=O)c3ccccc3OC)ccc2n1 | 6%
7 | CCOC(=O)CC1c2cc(OCC)c(OCC)cc2CCN1C(=O)Nc1cccc(Cl)c1 (configuration not stated) | 9%
8 | O=C1CSC(c2ccccn2)N1c1ccc(C(F)(F)F)cc1 (configuration not stated) | 2%
9 | Cc1ccc(COc2ccc(-c3cc(C(F)(F)F)n4nc(C)cc4n3)cc2)cc1 | -3%
10 | CCOC(=O)c1ccc(NC(=O)c2c(C)nn(-c3ccc(F)cc3)c2-n2cccc2)cc1 | 6%
11 | COc1cc(NC(=O)c2nn(-c3ccc(C)cc3)c(=O)c3c2c2ccccc2n3C)cc(OC)c1OC | 0%
12 | Cc1ccc2c(c1)C(c1ccccc1)N(C(=O)Cc1ccc(F)cc1)CC(=O)N2 (configuration not stated) | 7%
13 | CCc1ccccc1NC(=O)CSc1ncc2c(n1)-c1ccccc1N(C)S2(=O)=O | 10%
14 | COc1ccc(C#Cc2cnc3c(c2)C(=O)N([C@H](C)CO)C[C@@H](C)[C@H](CN(C)C(=O)CN(C)C)O3)cc1 | 5%
15 | CN1CCCC(C#CC(O)(c2ccccc2)c2ccccc2)C1 (configuration not stated) | 7%
16 | Cc1n[nH]c(=O)c2c(NC(=O)CSc3nn(-c4ccc(F)cc4)c(=S)s3)oc(C)c12 | -1%
17 | Cc1ccc(NS(=O)(=O)c2ccc(/C=C/C(=O)O)cc2)cc1Cl | 1%
18 | Cc1cc(/C=N/NC(=O)C(=O)NCc2ccccn2)c(C)n1-c1ccccc1 | 2%
19 | O=C(COC(=O)c1ccc([N+](=O)[O-])o1)Nc1nc2ccccc2s1 | -7%
20 | CC(/C=C1\SC(=S)N(NS(=O)(=O)c2ccc(C)cc2)C1=O)=C\c1ccccc1 | 1%
21 | CCN(CC)S(=O)(=O)c1ccc(OC)c(NC(=O)c2cc([N+](=O)[O-])ccc2N2CCOCC2)c1 | -9%
22 | COc1cc(Cl)c(C)cc1NC(=O)CCc1c(C)nc2c3cccnc3nn2c1C | -12%
23 | CCN(CCCNC(=O)Cn1ncc2c3ccccc3n(C)c2c1=O)Cc1ccccc1 | 4%
24 | CCCCc1nn2c(=O)cc(COC(=O)c3ccc(NC(=O)c4ccccc4Cl)cc3)nc2s1 | -7%
25 | C[C@@H]1CN([C@@H](C)CO)C(=O)CCCn2nncc2CO[C@H]1CN(C)Cc1ccc(Oc2ccccc2)cc1 | 7%
26 | COc1ccc(OC)c(CCNC(=O)CCc2cn(Cc3cc(C)ccc3C)c3ccccc23)c1 | 1%
27 | COc1ccc(Nc2cc(C(=O)NCCCN3CCN(c4ccc(OC)cc4)CC3)c3ccccc3n2)cc1 | 0%
28 | COc1ccc(N2CCN(Cc3nc4cc(Cl)ccc4c(=O)[nH]3)CC2)cc1 | -4%
29 | Cc1cccc(C(=O)Nc2ccc(C(=O)OCc3cc(=O)n4c(C)csc4n3)cc2)c1 | 2%
30 | CC(C(=O)Nc1cccc(C#N)c1)n1nc(-c2ccccc2)c2c(c1=O)CCCC2 (configuration not stated) | 3%
31 | O=C1C2=C(Nc3ccccc3SC2c2ccc(Cl)c(Cl)c2)c2ccccc21 (configuration not stated) | -15%
32 | O=C(C1CCCN(S(=O)(=O)c2cccs2)C1)N1CCN(c2ccccc2F)CC1 (configuration not stated) | 1%
33 | O=C1CCN(C(=O)c2ccccc2)c2ccccc21 | -3%
34 | COc1ccc(-c2cc([N+](=O)[O-])ccc2OCC(=O)N(C)CC(=O)Nc2ccc(C)cc2)cc1 | -3%
35 | CCn1cc(C(=O)NCc2ccccc2)c(=O)c2cc(S(=O)(=O)N3CCOCC3)ccc21 | -4%
36 | COc1ccc(NC(=O)CC2C(=O)N(c3ccc(C)cc3)C(=O)N2C2CCCCC2)cc1 (configuration not stated) | 1%
37 | O=C(NCCSc1ccc(Br)cc1)c1ccccc1 | 0%
38 | Cc1c(-c2ccccc2)n(O)c(-c2ccc(N(C)C)cc2)[n+]1[O-] | 4%
39 | Cc1ccc(CSC2=Nc3ccccc3C3=NC(CC(=O)NCc4cccs4)C(=O)N23)c(C)c1 (configuration not stated) | 4%
40 | COc1ccc(-n2c(=O)c3c4c(sc3n(C)c2=O)CN(C(C)=O)CC4)cc1 | -2%
41 | COc1ccc(N2C(=S)NC3CS(=O)(=O)CC32)cc1 (configuration not stated) | -9%
42 | CCc1nn2c(=O)cc(COC(=O)c3ccc(NC(=O)COc4ccccc4C)cc3)nc2s1 | -6%
43 | CCOc1ccccc1NC(=O)CN1CCC(C(=O)c2ccc(OC)cc2)CC1 | 2%
44 | CCOc1cc(/C=C(\C#N)C(=O)Nc2cccc(C(=O)O)c2)cc(Br)c1OC(=O)c1ccc(OC)cc1 | 5%
45 | CNC(=O)C[C@H]1C(=O)N(C2CCCCC2)C[C@@H]1C | -6%
46 | O=C(Nc1ccc2nc(SCC(=O)N3CCc4ccccc43)sc2c1)c1ccc(F)cc1 | -10%
47 | Cc1csc2nc(COC(=O)c3ccccc3NC(=O)c3cccc(Br)c3)cc(=O)n12 | 2%
48 | O=C(CCc1nc2cccnc2n1Cc1cccs1)Nc1cccc(Cl)c1 | 9%
49 | COc1ccc(/C=C/C(=O)OCC(=O)NCCC2=CCCCC2)cc1S(=O)(=O)N1CCOCC1 | -12%
50 | COc1ccc(C2CC(=O)Nc3c2c(C)nn3-c2nncc(-c3ccc(C)cc3)n2)c(OC)c1OC (configuration not stated) | -9%
51 | C[C@@H]1CN([C@@H](C)CO)C(=O)CCCn2nncc2CO[C@@H]1CN(C)S(=O)(=O)c1ccccc1 | -2%
52 | Cc1cc(C)cc(NC(=O)c2cc(S(=O)(=O)N3CCCC3)ccc2F)c1 | 3%
53 | CC(C)c1ccc(OC(=O)c2cc(-c3ccccc3)on2)cc1 | 5%
54 | CN(Cc1ccccc1)c1ccc(-c2nc(-c3ccncc3)no2)cc1[N+](=O)[O-] | -1%
55 | CCc1noc(C)c1C(=O)OCC(=O)c1ccc(NC(=O)CC(C)C)cc1 | 14%
56 | COc1cccc(C2=NOC(C(=O)N3CCN(c4ccccc4)CC3)C2)c1OC (configuration not stated) | 6%

(further entries)
nr | smiles | aSyn tox rescue
57 | Cc1ccc(C)c(N2CCN(CCCNC(=O)Nc3cc(Cl)ccc3C)CC2)c1 | -9%
58 | CN1CCc2nc(SC(C(=O)O)c3ccccc3)c(C#N)c(-c3cccs3)c2C1 (configuration not stated) | -1%
59 | Cc1ccccc1/C(=N\S(=O)(=O)c1ccc(Br)cc1)Nc1ccccc1 | 6%
60 | Cc1cccc(OC(C)C(=O)N2CCC(c3nc4ccccc4o3)CC2)c1C (configuration not stated) | ?
61 | CCOC(=O)c1cc(-c2ccccc2)n(-c2cccc(C(=O)Nc3cccc(C)c3)c2)c1C | -7%
62 | CC(NS(=O)(=O)CCNC(=O)c1ccccc1)c1ccccc1 (configuration not stated) | -1%
63 | CCN(CC)C(=O)c1sc2c(c1C)c(=O)n(Cc1ccccc1)c(=O)n2Cc1ccc(Cl)cc1 | 9%
64 | COc1ccc2c(c1)CCc1c(C(=O)Nc3ccccc3C(F)(F)F)noc1-2 | -12%

Given with each value named: entries from further up.
#59 Cc1ccccc1/C(=N\S(=O)(=O)c1ccc(Br)cc1)Nc1ccccc1
  aSyn tox rescue: 6%
#60 Cc1cccc(OC(C)C(=O)N2CCC(c3nc4ccccc4o3)CC2)c1C (configuration not stated)
  aSyn tox rescue: ?
#61 CCOC(=O)c1cc(-c2ccccc2)n(-c2cccc(C(=O)Nc3cccc(C)c3)c2)c1C
  aSyn tox rescue: -7%
#62 CC(NS(=O)(=O)CCNC(=O)c1ccccc1)c1ccccc1 (configuration not stated)
  aSyn tox rescue: -1%

(cont.)
nr | smiles | aSyn tox rescue
65 | Cc1ccc(CN(C(=O)c2ccc(C(C)(C)C)cc2)c2ccccn2)o1 | -21%
66 | O=C(Nc1nc2ccccc2s1)c1cccc(S(=O)(=O)N2CCc3ccccc32)c1 | 0%
67 | CCC1NC(=O)c2cccnc2-n2c1nc1cc(C)cc(C)c1c2=O (configuration not stated) | 8%
68 | CCOc1ccc(NS(=O)(=O)c2c(C)nc3sc(C)c(C)n3c2=O)cc1 | 21%
69 | CCOC(=O)CSC1=Nc2ccccc2C2=NC(CCC(=O)NCc3ccc(OC)cc3)C(=O)N12 (configuration not stated) | -3%
70 | CCOc1cccc2cc(-c3nc4sc5c(c4c(=O)[nH]3)CCC(C)C5)c(=O)oc12 (configuration not stated) | -11%
71 | O=c1c2oc3ccccc3c2ncn1Cc1ccc(Cl)cc1 | -5%
72 | COc1ccc(C(=O)Nc2nnc(S(=O)(=O)N3CCCc4ccccc43)s2)cc1 | -2%
73 | Cc1ccc(S(=O)(=O)c2nc(-c3cccs3)oc2N2CCC(C)CC2)cc1 | 5%
74 | O=C(NCc1cccnc1)c1ccc([N+](=O)[O-])cc1 | -11%
75 | COc1ccc(NC(=O)c2oc3ccccc3c2NC(=O)C2CCCCC2)c(OC)c1 | -3%
76 | CCOC(=O)c1c(S(=O)(=O)N2CCC(C(=O)Nc3ncccc3C)CC2)c(C)n(C)c1C | 0%
77 | O=C(O)c1ccc(Cl)cc1NC(=O)C1CCN(S(=O)(=O)c2cccs2)CC1 | 7%
78 | Cc1noc(C)c1S(=O)(=O)N1CCC(C(=O)Nc2ccc(Br)cc2)CC1 | -6%
79 | COc1ccc(OC)c(C2/C(=C(/O)c3cnn(-c4ccccc4)c3C)C(=O)C(=O)N2CCN(C)C)c1 (configuration not stated) | 5%
80 | COc1ccc(-c2noc(N3CCC(C(=O)N4CCN(c5ccccc5OC)CC4)CC3)n2)cc1 | ?
81 | Cn1nc(-c2ccc(C(=O)Nc3cccc(C(F)(F)F)c3)cc2)c2ccccc2c1=O | 0%
82 | O=C(NC(Cc1ccccc1)C(=O)N1CCN(c2ccc(F)cc2)CC1)c1ccccc1 (configuration not stated) | 1%
83 | CCSc1nc2sccc2c(=O)n1-c1ccccc1 | 13%
84 | COc1ccnc(Oc2cccc(C(F)(F)F)c2)c1C(=O)N/C=N/OCc1ccccc1F | -2%
85 | CCCN(CCC)C(=O)Cn1c(=O)n(CCCCCC(=O)NCc2ccccc2Cl)c(=O)c2sccc21 | 1%
86 | Cc1ccc2onc(CC(=O)N3CCN(c4cc(Cl)ccc4C)CC3)c2c1 | 12%
87 | COc1cccc(/C(=N/O)C2CC2c2ccc(Cl)cc2)c1 (configuration not stated) | 6%
88 | Cc1cccc(Oc2ccccc2NC(=O)CSCC(=O)Nc2cc(C)on2)c1 | -3%
89 | CCC1CCCCN1C(=O)CCn1c(=O)oc2ccccc21 (configuration not stated) | -4%
90 | Cc1ccc(NC(=O)CN(C)Cc2cccs2)cc1Cl | -3%
91 | COc1ccc(C)cc1NC(=O)C(Cc1ccccc1)NS(=O)(=O)c1cccs1 (configuration not stated) | 2%
92 | Fc1cccc(-n2ncc3c2ncn2nc(-c4ccccc4Cl)nc32)c1 | 0%
93 | CN(C)c1ccc(CNC(=O)C2CCC(CNc3c(N4CCCCC4)c(=O)c3=O)CC2)cc1 (configuration not stated) | 0%
94 | COc1ccccc1C(=O)C1CCCN(C(=O)C2CCCC2)C1 (configuration not stated) | -2%
95 | O=C(CNC(=O)c1cccc(F)c1)N/N=C/c1cccc([N+](=O)[O-])c1 | 0%
96 | Nc1ncc(S(=O)(=O)NCc2ccccc2)cn1 | ?

The list goes on (2 carried over from the part before).
nr | smiles | aSyn tox rescue
95 | O=C(CNC(=O)c1cccc(F)c1)N/N=C/c1cccc([N+](=O)[O-])c1 | 0%
96 | Nc1ncc(S(=O)(=O)NCc2ccccc2)cn1 | ?
97 | COc1ccc(CCNC(=O)c2ccc3c(c2)ncn3-c2ccc(C(C)C)cc2)cc1OC | -8%
98 | COc1cc2c(=O)n(CCC(=O)NCC3CCCO3)c(=O)n(CC(=O)Nc3ccc(C)cc3)c2cc1OC (configuration not stated) | -5%
99 | CCc1cccc(C)c1NC(=O)c1cnn(-c2ccc(F)cc2)c1-n1cccc1 | -43%[inhibitor]
100 | Cc1cccc(NC(=O)c2c(C)cc(C)nc2SCC(=O)c2ccccc2)c1 | 4%
101 | COc1ccc(CNC(=O)c2ccccc2NC(=O)C2=C(C)OCCS2)cc1 | -14%
102 | COc1cccc(C(=O)NN/C(C)=C/C(=O)C(F)(F)C(F)(F)C(F)(F)F)c1 | -21%
103 | Cc1ccccc1NC(=O)c1c2c(nc3ccccc13)C(=O)N(C1CCCCC1)C2 | 2%
104 | O=C(CCN1C(=O)/C(=C\c2cccs2)SC1=S)Nc1ccccn1 | 17%
105 | Cc1cc(C)cc(NC(=O)C2CCN(c3nc4ccccc4nc3C(F)(F)F)CC2)c1 | 8%
106 | O=C(CSc1nc(=O)n(CCN2CCOCC2)c2c1CCCC2)Nc1ccccc1Cl | 2%
107 | CCc1cc2c(cc3c(=O)n(CCCC(=O)NCc4cccc(Br)c4)ncn32)s1 | 2%
108 | COc1ccc(C(=O)NCC(c2cccs2)S(=O)(=O)c2ccc(C)cc2)cc1 (configuration not stated) | -6%
109 | Cc1sc(-c2ccccn2)nc1OC(=O)c1ccc(F)cc1F | -8%
110 | O=C(NCc1ccccn1)c1ccc(Cl)c(S(=O)(=O)N2CCCCC2)c1 | 2%

Pulled by compound from the entries so far (two):
nr | smiles | aSyn tox rescue
108 | COc1ccc(C(=O)NCC(c2cccs2)S(=O)(=O)c2ccc(C)cc2)cc1 (configuration not stated) | -6%
106 | O=C(CSc1nc(=O)n(CCN2CCOCC2)c2c1CCCC2)Nc1ccccc1Cl | 2%

An excerpt; the hit share may differ from the screen's.
